GCN5L2 inh: qHTS Assay for Inhibitors of GCN5L2. GCN5L2 HAT assay, ThioGlo1 CoA-SH fluorescence. Potency, µM (doses to about 58.9 µM), inactives show at the highest dose activity change, negative = inhibition, usual class: inhibitors. 0.21% of 390,000 active. AID 504327, 2011
Target sequence (Q92830 whole entry, looked up): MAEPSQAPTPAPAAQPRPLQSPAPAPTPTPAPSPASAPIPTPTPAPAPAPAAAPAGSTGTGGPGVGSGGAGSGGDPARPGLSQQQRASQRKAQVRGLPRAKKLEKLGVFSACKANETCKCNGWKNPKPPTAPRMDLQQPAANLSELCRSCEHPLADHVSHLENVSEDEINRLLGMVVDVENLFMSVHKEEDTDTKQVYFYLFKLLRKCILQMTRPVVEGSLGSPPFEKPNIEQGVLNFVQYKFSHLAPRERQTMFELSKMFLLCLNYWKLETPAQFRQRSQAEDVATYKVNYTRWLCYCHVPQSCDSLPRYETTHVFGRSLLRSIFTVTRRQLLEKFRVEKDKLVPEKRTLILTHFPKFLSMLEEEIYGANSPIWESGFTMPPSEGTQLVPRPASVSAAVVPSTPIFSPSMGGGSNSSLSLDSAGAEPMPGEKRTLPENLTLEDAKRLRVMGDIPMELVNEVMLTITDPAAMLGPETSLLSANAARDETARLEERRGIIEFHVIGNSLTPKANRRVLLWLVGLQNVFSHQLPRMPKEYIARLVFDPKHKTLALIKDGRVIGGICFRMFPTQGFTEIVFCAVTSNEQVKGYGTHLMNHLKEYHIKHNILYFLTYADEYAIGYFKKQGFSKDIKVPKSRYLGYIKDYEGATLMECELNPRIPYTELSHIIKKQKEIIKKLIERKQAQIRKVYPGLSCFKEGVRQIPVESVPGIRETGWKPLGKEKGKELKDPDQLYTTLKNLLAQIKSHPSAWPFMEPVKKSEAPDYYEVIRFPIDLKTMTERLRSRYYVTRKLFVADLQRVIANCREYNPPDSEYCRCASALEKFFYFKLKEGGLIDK
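Enzyme at 20nM final was mixed with library compounds for 15 min at room temperature. Peptide H3(1-25) at 75uM, acetyl-CoA at 70uM and ThioGlo1 at 50uM were then added. Plates were read immediately and after 20 min (Ex340nm/Em540nm).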
DT40 TDP1 CPT: qHTS for Inhibitors of human tyrosyl-DNA phosphodiesterase 1 (TDP1): qHTS in cells in presence of CPT. chicken DT40 Tdp1-/-;hTDP1 cells + 20 nM CPT, ATP luminescence, 48 h. Potency, µM (highest dose often 46.2 µM), inactives show at the top dose activity change, negative = growth inhibition, hits mostly inhibitors. 12% of 420,000 active. AID 686979, 2013; also: nearly all actives have a fitted effect of over 55% in size
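Cell growth measured by CellTiter-Glo luminescence after a minimum 48 h, 37 C compound exposure with 20 nM CPT in Tdp1-knockout DT40 cells stably expressing hTDP1, seeded 400/well; qHTS titration format.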
TDP1 cell noCPT: qHTS for Inhibitors of human tyrosyl-DNA phosphodiesterase 1 (TDP1): qHTS in cells in absence of CPT. Potency, µM (titrated, usually from 46.2 µM), for inactives: at the top dose activity change, negative = growth inhibition, hits mostly inhibitors. 15% of 420,000 active. DT40 Tdp1-/- hTDP1 cells, no CPT, ATP luminescence, 48 h; also: nearly all actives have a fitted effect of over 55% in size
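Camptothecin absent (DMSO only). Human TDP1-complemented DT40 knockout cells, 400 cells/well, 37 °C for minimum 48 hr; ATP measured via CellTiter-Glo, 30 min dark incubation, luminescence.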
Active calls of the source: *; ? = inconclusive; / = not tested or not shown; & = joins results of further samples. Calls follow the shape of the dose curve; as a rule, active = well fitted curve in the direction sought with a large enough effect; inconclusive = small, poorly fitted or top-dose-only effect, or another doubt; inactive = no such curve, though single readings can be large; an effect the other way counts as inactive or inconclusive. % is scaled to controls: 0 for no effect and ±100 for the full control effect; potency is read from the fitted curve at half-maximal effect. Hits appear at their usual frequency. Share with any hit: about 18%.

SMILES	GCN5L2 inh	DT40 TDP1 CPT	TDP1 cell noCPT
N#C/C(=C\c1ccccc1)C(=O)N(c1ccccn1)C1CCCCC1	0%	?	18µM*
COc1ccc2cc(C(=O)C3CCCN(C(=O)c4cncs4)C3)ccc2c1 (stereo not given)	-21%	18µM*	12µM*
Cc1ccccc1NC(=O)CSc1ccc2nnc(-c3ccccn3)n2n1	-13%	-15%	-11%
Cc1ccc(NC(=O)CN2CCCC2c2cccn2C)c(Br)c1 (stereo not given)	-8%	?	15µM*
O=C(O)c1cccc(Nc2cc(Cl)c3nonc3c2[N+](=O)[O-])c1	-9%	4%	-6%
CN(C)CCN1C(=O)c2oc3ccccc3c(=O)c2C1c1ccc(F)cc1 (stereo not given)	-6%	-12%	-21%
Cc1ccc(C)c(-c2cc(C(=O)Nc3sc(C)c(C)c3C(N)=O)c3ccccc3n2)c1	-8%	21µM*	?
Cc1ccc(S(=O)(=O)c2nc(Nc3nccs3)sc2Cl)cc1	0%	?	-21%
CC1(Oc2ccc(Cl)cc2)CCN(Cc2cccn2-c2nccs2)C1 (stereo not given)	/	?	?
Cc1cccc(OCC(=O)Nc2c(C(=O)N3CCN(c4ccccc4F)CC3)oc3ccccc23)c1	-9%	?	18µM*
CCOCCCNC(=O)CCn1nc(-c2ccc(Cl)cc2)ccc1=O	-17%	?	-11%
CCN1C(=O)[C@@H]2[C@@H](c3ccc(-c4ccc(OC)cc4)cc3)N3CCCC[C@@]3(C(=O)OC)[C@@H]2C1=O	-9%	26µM*	16µM*
Cc1nc2cnc(OCc3ccccc3)nc2n(C)c1=O	-6%	11%	4%
COc1cccc(-c2cnc(C(O)c3cc(C)ccc3C)[nH]2)c1 (stereo not given)	/	?	-28%
COc1ccc(C(=O)CCS(=O)(=O)c2ccc(C)cc2)cc1	?	2.6µM*	2.3µM*
COCOc1ccc(-c2ncc(OCCN3CCCC3=O)nc2NC(=O)c2cc3ccccc3s2)cc1	/	?	?
Cc1nn(Cc2ccc(F)cc2)c2sc(C(=O)Nc3ccccc3N3CCOCC3)cc12	2%	?	?
COC(=O)c1ccc(CNC(=O)C2CCC(=O)N(Cc3cccc(F)c3)C2)cc1 (stereo not given)	-28%	2%	5%
CC(C)=NOc1cc(NC(=O)CCl)cc([N+](=O)[O-])c1	-1%	3.7µM*	4.1µM*
COc1ccc2c(c1)c1nc3n(c(=O)c1n2CC(=O)Nc1ccccc1)CCS3	-4%	0%	-23%
CC(O)c1cccc(NC(=O)Nc2cccc(NC(=O)Nc3cccc(C(C)O)c3)c2)c1 (stereo not given)	-15%	-9%	-2%
CCCN(CCC)C(=O)C1CCCN1S(=O)(=O)c1cccc2nsnc12 (stereo not given)	2%	-3%	2%
CC1CCN(S(=O)(=O)c2ccc3nc(NCc4ccc(F)cc4)ccc3c2)CC1	-24%	13µM*	13µM*
CCOC(=O)CN1C(=O)N[C@@H](CCc2ccccc2)C(C(=O)OC)=C1C	/	-24%	-2%
COc1ccc(CNCCC2(O)CC(C)N(C)CC2C)cc1OC (stereo not given)	-5%	-2%	-4%
Cc1cccc(NC(=O)c2cccc(NC(=O)c3ccccc3)c2)n1	-7%	4.1µM*	?
O=C(COc1ccc(S(=O)(=O)NC2CCCCC2)cc1)NC1CCCC1	-8%	-26%	-28%
O=C(COC(=O)c1ccc2c(c1)OCCO2)NCc1ccccc1	-1%	?	-27%
COC(C[C@@H](O)C[C@H](O)COCc1ccccc1)OC	-21%	2%	9%
O=C(NCc1ccc2c(c1)OCO2)C1CCN(S(=O)(=O)N2CCOCC2)CC1	-3%	-3%	-7%
Cc1ccc2nc(-c3ccccc3)c(Cc3cccc(Cl)c3)n2c1	/	21µM*	18µM*
COc1ccccc1CNc1ncncc1-c1cccnc1	-8%	-13%	-3%
Cc1nc2c(-c3ccc(F)cc3)c(C)nn2c(C)c1CCC(=O)N1CCC(Cc2ccccc2)CC1	-11%	?	23µM*
CCN(CC)S(=O)(=O)c1ccc(N2CCOCC2)c(NC(=O)C2CSC3(C)CCC(=O)N23)c1 (stereo not given)	-29%	?	?
Cc1ccc(S(=O)(=O)N2CCN(CC(=O)N/N=C\c3cccnc3)CC2)cc1	0%	-10%	-19%
CCC1=C(OC(=O)N(CC)CC)N2C(=O)OC(=NCC3CC3)[C@]2(C)[C@H]2C1=CC[C@H]1C(=O)NC(=O)[C@H]12	-7%	6%	1%
Cc1nn(-c2ccccc2)c(Cl)c1/C=N/NC(=O)c1nn(C)cc1[N+](=O)[O-]	-7%	-5%	-29%
CC(=O)N1CCC(N(CCCOC(C)C)C(=O)Nc2ccc(Cl)cc2)CC1	/	-15%	-17%
COc1ccc(NC(=S)Nc2ccc(F)cc2)cc1	-6%	?	26µM*
CCCc1c(C(=O)N/N=C/c2cccc(OCc3ccc(F)cc3)c2)nnn1-c1nonc1N	6%	-22%	1%
Cc1ccc(NC(=O)C2CCN(S(C)(=O)=O)CC2)c(C)c1	-4%	-10%	3%
Cc1[nH]n(-c2ccccc2)c(=O)c1N=Nc1ccc(C(N)=O)cc1	-20%	-24%	?
Cc1cc(C)n(C(=O)c2ccc(C)c(S(=O)(=O)N3CCCC3)c2)n1	2%	0%	-10%
COC(=O)CSc1nnc(CCc2nc3ccccc3[nH]2)n1C	4%	-9%	-15%
CCOc1ccc(-c2[nH]ncc2-c2csc(C)n2)c(O)c1	-14%	-24%	-28%
COc1ccc(S(=O)(=O)N2CCc3ccccc32)cc1C(=O)NCCc1ccc(S(N)(=O)=O)cc1	-3%	-1%	1%
Cc1sc2nc(CSc3nnc(Cc4cccs4)n3C3CCCCC3)[nH]c(=O)c2c1C	0%	-28%	?
C=CCn1c(SCC(=O)N2CCOCC2)nc(O)c(Cc2ccccc2)c1=O	-5%	?	13µM*
COc1ccc(/C=C2\N=C(C)OC2=O)cc1[N+](=O)[O-]	-10%	?	?
Cc1c(C(=O)NCC(C)(C)N2CCOCC2)oc2ccccc12	-1%	-6%	-4%
Cc1ccccc1S(=O)(=O)Cc1ccc(C(=O)NCc2cccs2)o1	-6%	-23%	-20%
O=C(/C=C/c1c(Cl)cccc1Cl)Nc1ccncc1	0%	?	21µM*
COc1ccc(C2Nc3ccccc3C(=O)N2NC(=O)c2ccccc2)cc1OC (stereo not given)	-1%	-1%	0%
COc1ccc(NC(=O)C2CCN(S(C)(=O)=O)CC2)cc1	0%	-1%	-7%
COc1ccc(/C=N/NS(=O)(=O)c2ccccc2)cc1OS(=O)(=O)c1ccccc1	-8%	-12%	-25%
CC(C)CC1Nc2ncnc(N3CCN(c4ccccc4)CC3)c2N(Cc2ccc(Cl)cc2)C1=O (stereo not given)	-9%	?	18µM*
CC(C)Cc1csc(=S)[nH]1	/	1%	4%
CCOC(=O)c1c(NC(C)=O)sc(/C(C)=N/Nc2ccc(C(=O)O)cc2)c1C	?	?	?
CCCCCCCCCCCCCCC(O)C[N+](C)(CCO)CCO (stereo not given)	/	2.3µM*	3.7µM*
Cc1ccc(-n2nnnc2-c2cccnc2)cc1	?	-8%	7%

Of the compounds above, these have an aryl thioether with sulfur outside any ring.
SMILES	GCN5L2 inh	DT40 TDP1 CPT	TDP1 cell noCPT
Cc1ccccc1NC(=O)CSc1ccc2nnc(-c3ccccn3)n2n1	-13%	-15%	-11%
COC(=O)CSc1nnc(CCc2nc3ccccc3[nH]2)n1C	4%	-9%	-15%
Cc1sc2nc(CSc3nnc(Cc4cccs4)n3C3CCCCC3)[nH]c(=O)c2c1C	0%	-28%	?
C=CCn1c(SCC(=O)N2CCOCC2)nc(O)c(Cc2ccccc2)c1=O	-5%	?	13µM*

Molecules shown so far containing a nitro group on carbon, in the order listed:
SMILES	GCN5L2 inh	DT40 TDP1 CPT	TDP1 cell noCPT
O=C(O)c1cccc(Nc2cc(Cl)c3nonc3c2[N+](=O)[O-])c1	-9%	4%	-6%
CC(C)=NOc1cc(NC(=O)CCl)cc([N+](=O)[O-])c1	-1%	3.7µM*	4.1µM*
Cc1nn(-c2ccccc2)c(Cl)c1/C=N/NC(=O)c1nn(C)cc1[N+](=O)[O-]	-7%	-5%	-29%
COc1ccc(/C=C2\N=C(C)OC2=O)cc1[N+](=O)[O-]	-10%	?	?

(cont.)
SMILES	GCN5L2 inh	DT40 TDP1 CPT	TDP1 cell noCPT
COc1ccc(C(=O)Nc2ccc3ccccc3c2)cc1OC	-5%	2%	-14%
O=C(Nc1nc2c(s1)CCCC2)c1ccc(N2C(=O)CCC2=O)cc1	-8%	1%	1%
CC(=O)c1cccc(NC(=O)C2CCN(S(=O)(=O)c3ccccc3)CC2)c1	1%&-14%	?	?
COc1ccc(-n2nc3c(c2NC(=O)COc2ccccc2OC)CS(=O)(=O)C3)cc1	/	-14%	-6%
NC(=O)c1ccsc1NC(=O)COC(=O)c1ccncc1	-1%	-5%	-18%
CN=C(Nc1cccc(Cl)c1)SC1CC(=O)N(c2ccc(OC)cc2)C1=O (stereo not given)	-8%	-21%	-25%
CSc1ccc(CN(C)CC(=O)N(C)CC(=O)Nc2ccccc2Br)cc1	-3%	-24%	2%
C=C(C)n1c(=O)n(Cc2ccc(C)cc2)c2ccccc21	3%	-16%	-22%
Cc1ccc(OC(C)C(=O)N2CCCc3ccccc32)cc1 (stereo not given)	-3%	?	26µM*
Cc1ccc(C2(C)NC(=O)N(CC(=O)N3CCN(S(=O)(=O)c4ccccc4[N+](=O)[O-])CC3)C2=O)cc1 (stereo not given)	/	-20%	?
Cc1cccc(N(CC(=O)NCc2ccco2)C(=O)CCC(=O)Nc2ccccn2)c1C	-5%	-25%	-29%
O=C1Nc2ccccc2/C1=C/c1ccccc1F	3%	?	23µM*
CC(=O)Nc1ccc(-c2cc(NC(C)=O)n(-c3ccccc3)n2)cc1	-3%	0%	-12%
COc1ccc(C)cc1NC(=O)CN1C(=O)COc2ccc(S(=O)(=O)NC3CCCC3)cc21	-11%	2%	-27%
O=C(CNC(=O)c1ccccc1F)OCC(=O)N1CCCc2ccccc21	-4%	22%	1%
O=C(NC(=O)c1ccc(Cl)cc1)OC1CCCCC1	-5%	1%	8%
CC[C@@H](C)[C@@H](C(=O)N1CCN(C(=O)OC(C)(C)C)CC1)n1cc(CCCCNC(=O)OC(C)(C)C)nn1	-3%	13µM*	13µM*
Cc1ccc(N2CC(C(=O)N3CCC(C(=O)Nc4nncs4)CC3)CC2=O)cc1 (stereo not given)	-5%	-4%	-24%
CCOC(=O)c1sc2nc(C)nc(SC(C)C(=O)N(C)c3ccccc3)c2c1C (stereo not given)	-8%	?	?
CCOC(=O)NC(NCc1ccccc1)(C(F)(F)F)C(F)(F)F	26%	-18%	-2%

Single records, as listed above. Values in the order: GCN5L2 inh, DT40 TDP1 CPT, TDP1 cell noCPT
CN=C(Nc1cccc(Cl)c1)SC1CC(=O)N(c2ccc(OC)cc2)C1=O (stereo not given) as listed: -8%, -21%, -25%
O=C(CNC(=O)c1ccccc1F)OCC(=O)N1CCCc2ccccc21 as listed: -4%, 22%, 1%
Cc1ccc(OC(C)C(=O)N2CCCc3ccccc32)cc1 (stereo not given) as listed: -3%, ?, 26µM*
CC[C@@H](C)[C@@H](C(=O)N1CCN(C(=O)OC(C)(C)C)CC1)n1cc(CCCCNC(=O)OC(C)(C)C)nn1 as listed: -3%, 13µM*, 13µM*
CSc1ccc(CN(C)CC(=O)N(C)CC(=O)Nc2ccccc2Br)cc1 as listed: -3%, -24%, 2%

(cont.)
SMILES	GCN5L2 inh	DT40 TDP1 CPT	TDP1 cell noCPT
NS(=O)(=O)c1ccc(CCNC(=O)CCc2nc3ccccc3s2)cc1	-3%	15%	-7%
CNCCOc1ccc(Cl)c(Cl)c1	-3%	?	16µM*
COc1cc2nc(NC(=O)c3ccc(S(=O)(=O)N4CCCC4)cc3)sc2cc1OC	-1%	-13%	-15%
Cc1ccc(C(=O)NNC(=O)c2cccc(Br)c2)cc1	-2%	-8%	-21%
CC1=NC(C)(C)Cc2c(C)cccc21	3%	5%	1%
C[C@H](c1ccccc1)N1C[C@H](COCc2ccccc2)Oc2cc(N3CC[C@@H](O)C3)ccc2S1(=O)=O	/	?	?
Cc1ccc(F)cc1NC(=O)CN1C(=O)NC2(CCCc3ccccc32)C1=O (stereo not given)	-2%	-6%	-5%

Source: PubChem BioAssay (National Center for Advancing Translational Sciences (NCATS))
